Screening data deposited in PubChem by Broad Institute.
Rtt109 Vps75: blocks Candida albicans Rtt109/Vps75 acetyltransferase activity; Q5AAJ8; purified Rtt109/Vps75, ThioGlo CoA-SH fluorescence, 4 h; inhibition, % at 34.9 µM; 0.16% of 330,000 active; AID 540336;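 active = inhibition of at least 50% in every replicate; inconclusive = best replicate reaches 50% inhibition but some replicates fall short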
SR-BI DiI inh: blocks mouse SR-BI lipid uptake from DiI-HDL; Q61009; 0.96% of 320,000 active; AID 488896; ldlA[mSR-BI] CHO cells, DiI-HDL uptake fluorescence, 3 h; inhibition, % at 12.5 µM;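 active = mean replicate inhibition of at least 70% and a set share of replicates each scoring 70 or more; inconclusive = meets just one of the two criteria; inactive = fails both criteria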;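 note: 0% = median of neutral control wells and 100% = median of positive control wells; values of inactives mirror those of a sister screen read the other way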
Target sequence (Q61009 whole entry, looked up): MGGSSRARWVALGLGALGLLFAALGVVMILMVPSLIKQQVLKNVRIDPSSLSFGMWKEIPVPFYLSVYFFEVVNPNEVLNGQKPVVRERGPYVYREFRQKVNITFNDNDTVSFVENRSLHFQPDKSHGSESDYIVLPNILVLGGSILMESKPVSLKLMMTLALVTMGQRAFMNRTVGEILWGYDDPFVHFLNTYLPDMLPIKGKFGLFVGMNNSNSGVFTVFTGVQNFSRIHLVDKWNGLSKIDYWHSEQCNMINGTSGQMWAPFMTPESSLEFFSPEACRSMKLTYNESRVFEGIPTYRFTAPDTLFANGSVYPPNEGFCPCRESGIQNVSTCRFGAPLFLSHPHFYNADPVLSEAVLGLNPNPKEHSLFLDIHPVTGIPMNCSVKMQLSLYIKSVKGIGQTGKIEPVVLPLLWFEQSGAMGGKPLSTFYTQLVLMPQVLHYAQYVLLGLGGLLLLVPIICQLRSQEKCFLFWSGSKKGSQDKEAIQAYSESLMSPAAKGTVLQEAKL
MITF TRPM1 HTS: increases MITF-driven TRPM1 promoter luciferase signal; AID 588334; 0.75% of 300,000 active; activation, % at 12.5 µM; SK-MEL-5 TRPM1-promoter luciferase, 24 h; % of positive control, neutral wells = 0;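 active = mean activation of at least 80% with every replicate also reaching 80%; inconclusive = mean reaches 80% but some replicate falls short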;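 note: 0% = neutral control wells and 100% = parthenolide positive control wells; values of inactives mirror those of a sister screen read the other way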
CAL PDZ FP-1: inhibitors of human CAL PDZ peptide binding. Q9HD26. purified CAL PDZ, TMR-peptide fluorescence polarization, 1 h. inhibition, % at 24.9 µM. 0.92% of 300,000 active. AID 602252;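 active = mean inhibition of at least 30% with at least half of replicates also reaching 30%; inconclusive = no clear call, values can overlap the other calls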;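 note: 0% = DMSO neutral control and 100% = excess unlabeled competitor peptide PRC23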
CAL PDZ FP-2: inhibitors of human CAL PDZ peptide binding. purified CAL PDZ, TMR-peptide fluorescence polarization, 1 h. 0.02% of 330,000 active. Q9HD26. AID 504414. inhibition, % at 20 µM;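 active = highest replicate inhibition of at least 40%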;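 note: plate controls were DMSO neutral control wells for no effect and unlabeled competitor peptide control wells for full effect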
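Material: tagged CAL PDZ domain; buffer or medium: 25 mM sodium phosphate pH 7.4, 150 mM NaCl, TCEP, IgG, Thesit; compound dosing: single point, 20 µM; schedule: 1 h incubation at room temperature before polarization reading; measured by: FP readout, S and P plane fluorescence; read-out basis: percent inhibition from loss of millipolarization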
SR-BI DiI-HDL act: SR-BI HDL lipid transfer activation; 0.096% of 320,000 active; activation, % at 12.5 µM; CHO ldlA[mSR-BI] cells, DiI-HDL uptake fluorescence, 3 h; 100 = double the neutral-control signal; AID 504775;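 active = mean replicate activation of at least 60% and every replicate at or above 60%; inconclusive = mean or all-replicate condition met, but not both; inactive = mean below 60% and not all replicates reaching 60%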;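 note: 0% = median plate neutral-control signal and 100% = twice that signal; values of inactives mirror those of a sister screen read the other way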
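Test system: SR-BI-overexpressing, LDLR-lacking CHO cells. Measured by: DiI fluorescence, bottom read. Medium: Ham's F12 with 0.5% BSA, HEPES 25 mM, pH 7.4. Timing: 3 h uptake period with compound, 37 °C.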
PfHsp90 yeast 2: growth inhibition of yeast expressing Plasmodium Hsp90. S. cerevisiae expressing PfHsp90, BacTiter-Glo ATP, 48 h; yeast lacking PDR1 and PDR3 efflux regulators. inhibition, % at 9.4 µM. 0.32% of 310,000 active. AID 504621;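 active = every replicate shows inhibition above about 80%, whatever the replicate mean, limit read from the data; inconclusive = mean inhibition reaches the set limit but some replicate falls short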;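 note: 0% = DMSO neutral controls and 100% = 20 µM radicicol positive controls; yeast relying on Plasmodium falciparum Hsp90 in place of its own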
NSD2 inh: blocks human histone methyltransferase NSD2; O96028; NSD2 peptide methylation, AlphaScreen, 120 min; inhibition, % at 12.5 µM; 0.54% of 310,000 active; AID 743445; in the data active = inhibition above about 50%
PvdQ inh: blocks Pseudomonas aeruginosa PvdQ acylase activity; purified PvdQ acylase, fluorescence plate reader; 0.063% of 340,000 active; inhibition, % at 10 µM; in the data active = inhibition above about 30%, passing the limit was not always enough; inconclusive = no clear call, values can overlap the other calls;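 note: 0% = vehicle neutral wells and 100% = reference inhibitor wells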
dFosB act: enhances mouse delta FosB homodimer DNA binding; P13346; purified delta FosB, TAMRA-CDK5 oligo fluorescence polarization; percent of positive-control signal above neutral wells; activation, % at 25 µM; 0.99% of 340,000 active;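 active = mean activation above about 17%, with every replicate also reaching it, limit read from the data, passing the limit was not always enough; inconclusive = only one of the two conditions met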;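 note: fluorescence polarization rise as delta FosB binds a TAMRA Cdk5 AP-1 oligo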
Target sequence (P13346 whole entry, looked up): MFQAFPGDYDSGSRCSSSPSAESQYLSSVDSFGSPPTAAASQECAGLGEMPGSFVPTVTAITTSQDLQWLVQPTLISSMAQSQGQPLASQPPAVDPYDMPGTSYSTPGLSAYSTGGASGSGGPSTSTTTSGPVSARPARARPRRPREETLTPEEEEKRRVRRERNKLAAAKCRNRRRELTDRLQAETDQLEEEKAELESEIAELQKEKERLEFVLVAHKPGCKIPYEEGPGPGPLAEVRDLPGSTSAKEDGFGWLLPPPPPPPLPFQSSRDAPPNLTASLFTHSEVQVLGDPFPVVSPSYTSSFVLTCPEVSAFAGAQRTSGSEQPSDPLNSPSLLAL
Starred values were filed as active, the others as inactive; ? = inconclusive; nt = no result given.

SMILES	Rtt109 Vps75	SR-BI DiI inh	MITF TRPM1 HTS	CAL PDZ FP-1	CAL PDZ FP-2	SR-BI DiI-HDL act	PfHsp90 yeast 2	NSD2 inh	PvdQ inh	dFosB act
CC(=O)N1C(=O)NC(c2ccccc2)=C([N+](=O)[O-])C1c1ccccc1 (configuration not stated)	3	-1	5	-1	1.5	1	-6	2	-4	-3
COc1nc(/C(N)=N/O)nc(N2CCCCC2)n1	1	-15	-2	-2	-1.1	15	-19	0	-14	2
CCOc1cccc(Oc2ccc(C(F)(F)F)cn2)c1	6	-18	-3	-3	-3.0	18	12	0	4	-7
COc1ccc(/C=C2\N=C(c3c(-c4ccccc4)noc3C)OC2=O)cc1OC	3	-4	-7	-3	-1.0	4	7	0	-1	-3
CCN(CC)CCCNC(=S)N1CCN(c2nc3ccccc3n2CC)CC1	-14	0	3	2	0.7	0	10	43	-4	-8
C/C(Cl)=C/Cc1c(C)[nH]c2c(ccc3ccccc32)c1=O	-1	16	8	-2	-1.1	-16	-10	-2	2	10
COc1ccc(-c2csc(NC(=O)c3ccccc3NS(=O)(=O)c3ccc(C)cc3)n2)cc1	-3	93*	-7	-6	0.2	-93	-11	5	5	-9
CCn1c(SCC(=O)Nc2nc3ccc(OC)cc3s2)nc2c1c(=O)n(C)c(=O)n2C	4	15	5	-2	-4.3	-15	-5	1	-1	1
COc1ccccc1Oc1nc([N+](=O)[O-])nn1CC(N)=O	-4	-28	-9	-4	-0.4	28	-6	-3	-12	1
Cc1cc(-c2nnc(SCC(=O)Nc3ccccn3)o2)no1	2	-20	10	-4	-2.2	20	-14	-5	9	-1
CC(C)Cn1c(CNC(=O)c2ccccc2)nc2ccccc21	13	-9	-6	-1	-3.2	9	6	nt	-6	-7
CCn1cnc2sc(C(=O)Nc3ccc4c(c3)OCO4)c(C)c2c1=O	-4	22	80	0	-0.8	-22	20	-1	-13	3
CCCCCCc1c(O)c2ccccc2[nH]c1=O	-7	-6	6	0	-1.5	6	13	-2	3	0
COc1ccc(NC(=O)CCC(=O)NCc2ccco2)c([N+](=O)[O-])c1	-4	-18	-11	-3	-2.0	18	9	2	-9	-2
O=C1CN(S(=O)(=O)c2cc(C(=O)O)ccc2Cl)c2ccccc2N1	1	nt	-15	-6	-2.8	nt	9	-2	-2	-9
CN(c1ccccc1)S(=O)(=O)c1cccc(NC(=O)C2CC(=O)N(Cc3ccccc3)C2)c1 (configuration not stated)	13	nt	-16	4	-2.2	nt	18	1	0	-10
Cc1ccc(C)c(N/C=C(\C#N)c2nc3ccccc3o2)c1	0	39	12	-3	-0.7	-39	nt	0	-9	-6
CCOC(=O)c1[nH]cc(-c2ccccc2)c1N1CCOCC1	-8	6	-6	-3	nt	-6	18	3	-10	-2
CC(C)c1nc(Cl)c(C#N)c2c1COC(C)(C)C2	-7	1	2	nt	-1.7	-1	1	0	1	-1
COc1ccc(-c2cc(C(=O)Nc3cccc(C(C)=O)c3)no2)cc1	5	19	55	nt	-1.2	-19	-30	1	-7	3
CC1(C)CNC(=O)CC(C)(C)N1O	-1	-34	-7	-2	-2.2	34	-14	-3	-8	-5
Cc1cc(C)cc(NC(=O)CSc2nc(CSc3ccc(Cl)cc3)cc(=O)[nH]2)c1	-6	-26	11	-4	0.3	26	2	0	11	2
COc1ccc(CC(=O)NNC(=O)CSc2nnc(Cc3ccc(OC)cc3)n2-c2ccccc2)cc1	1	-15	-8	-23	-4.1	15	nt	28	-2	-13
c1ccc(N2CCN(c3nc4ccccc4[nH]3)CC2)nc1	-5	-15	24	0	0.1	15	23	-1	0	-3
COc1ccc(NC(=O)CN(C)C(=O)c2cccc(S(=O)(=O)Nc3ccc(F)cc3)c2)cc1	5	10	nt	-5	-0.4	-10	-1	3	-7	-12
C#CCNC(=O)C1=C[C@H](C)C[C@H](OCc2ccc(CO)cc2)O1	4	-1	16	-6	1.9	1	-3	nt	-7	4
O=C(COC(=O)c1ccc(NC(=O)C2CC=CCC2C(=O)O)cc1)c1ccccc1 (configuration not stated)	1	5	7	67*	nt	-5	-8	2	-16	-5
COc1cccc(NC(=O)CN(C)C(=O)CCc2nc3sc4c(c3c(=O)[nH]2)CCCC4)c1	-6	15	6	-2	0.3	-15	2	2	6	-8
Cc1ccc2c(c1)CCCN2S(=O)(=O)c1cccc(C(=O)Nc2ccccc2C(=O)O)c1	21	23	-5	-14	-4.5	-23	5	11	-7	-18
CCOc1ccc(NC(=O)CSc2nncc(=O)n2N)cc1	19	-12	6	1	5.0	12	-16	-5	-18	-1
COc1ccccc1N(C)S(=O)(=O)c1ccc(C(=O)Nc2ccc(C(N)=O)cc2)cc1	6	-5	5	-3	-1.8	5	-2	2	-9	-9
O=C(COc1ccc(Cl)cc1)NNC(=O)c1ccc2c(=O)n3c(nc2c1)CCC3	-8	-4	0	-5	-0.6	4	-28	11	-7	-10
O=S(=O)(c1ccc(Cl)cc1)N1c2ccccc2Oc2nc3ccccc3nc21	-3	16	-7	-1	0.1	-16	-13	-1	-19	-4
CC(=O)c1cccc(S(=O)(=O)NC2CCSc3ccccc32)c1 (configuration not stated)	6	nt	6	nt	-0.3	nt	5	nt	6	-7
COc1ccc(N2C(=O)C3CCCN3C2c2cccc(C)c2)cc1Cl (configuration not stated)	0	15	0	-1	-0.9	-15	18	-3	-7	-6
COc1ccccc1NS(=O)(=O)c1cc(C(=O)NCc2ccncc2)ccc1C	8	19	6	0	-2.4	-19	35	-1	-9	-3
CCSc1nnc(NC(=O)CC)s1	-11	nt	25	nt	-1.5	nt	-9	nt	4	3
CCOc1ccc(CCNC(=O)CCc2c(C)nc3ncnn3c2C)cc1OCC	4	26	nt	1	-2.3	-26	19	3	-2	-6
O=C(NCCC1CC1(Cl)Cl)c1ccc([N+](=O)[O-])cc1 (configuration not stated)	-2	5	3	1	nt	-5	22	1	-18	-7
COc1cc(/C=C/C(=O)OC(C)C(=O)Nc2ccc(Cl)cn2)ccc1OC(F)F (configuration not stated)	-7	12	6	-5	-0.7	-12	-48	0	-13	2
Cc1cc(S(=O)(=O)Nc2ccc(C(=O)N3CCN(C(=O)c4ccco4)CC3)cc2)ccc1F	-8	20	nt	nt	-1.3	-20	-97	-6	-13	-8
Cc1ccc(CSc2nnc(SCC(=O)N/N=C/c3c[nH]c4ccccc34)s2)cc1	3	24	2	-1	0.3	-24	-14	0	3	81*
Cc1cc(Nc2ccccc2)n(C(=O)c2ccc(Cl)cc2)n1	nt	46	14	-1	-3.4	-46	16	nt	-14	-2
Cc1ccc(C(=O)NCC(C)(C)N2CCOCC2)s1	-6	1	3	-1	-1.8	-1	25	-5	-9	4
NC1=NS(=O)(=O)NC1c1ccc(Br)cc1 (configuration not stated)	-4	-6	5	2	-0.6	6	6	-3	-13	-4
O=C(C[n+]1cnn(CC(=O)c2ccc(Cl)cc2Cl)c1)c1ccc([N+](=O)[O-])cc1	-6	-5	-43	0	0.8	5	-36	3	-12	32*
CCN=C1S/C(=C\c2ccc(-c3cccc(C(=O)O)c3)o2)C(=O)N1CC	19	-66	68	7	-2.4	?	-8	10	6	-4
O=C(C[n+]1ccccc1)N1c2ccccc2Sc2ccccc21	nt	-11	3	-3	-0.5	11	11	6	-5	-3
CCOc1ccc(S(=O)(=O)N2CCN(C)CC2)c(C)c1C	-1	4	-3	0	-0.8	-4	-6	1	4	-8
O=C(CS(=O)(=O)c1c[nH]c2ccccc12)N1CCCCC1	2	-6	nt	-2	-2.3	6	-1	-4	-8	0
CC1=CCC(C(=O)O)(C(=O)N/N=C/c2cccs2)C(c2ccc(Cl)cc2)C1 (configuration not stated)	5	3	3	0	-1.3	-3	18	2	-16	0
Cc1cc(C(F)(F)F)c(C#N)c(SCC(=O)Nc2nc3ccccc3s2)n1	-5	nt	-23	1	0.6	nt	5	30	3	-4
CSc1nsc(SCC(=O)Nc2ccc3c(c2)OCCO3)n1	2	-16	69	-3	0.0	16	-12	-6	-1	-2
Cc1cccc(NC(=O)CN2CCN(C(=O)C3CCN(C(=O)/C=C/c4ccccc4)CC3)CC2)c1C	-5	23	0	-2	-2.2	-23	8	-1	-14	-5
CCOC(=O)/C=c1/s/c(=C\c2c(OC)ccc3ccccc23)c(=O)n1CC(=O)NCC1CCCO1 (configuration not stated)	0	-286	-23	-1	-2.2	?	-8	-1	-4	3
O=c1c(Cl)c(NCCO)cnn1-c1cccc(Cl)c1	7	1	18	-2	0.9	-1	8	0	6	-1
O=C(Nc1cc(C(F)(F)F)ccc1Cl)C1CCN(c2nnc(-n3cccc3)s2)CC1	2	nt	-7	-3	-1.0	nt	0	1	15	-3
CCc1c(C(=O)Nc2ccc(OC)cc2)[nH]c(C)c1C(C)=O	-1	nt	nt	-17	-2.7	nt	13	2	1	2
OC1CCC(Nc2ncnc3sccc23)CC1 (configuration not stated)	-22	nt	-4	1	-3.3	nt	-33	1	-15	-12
CC1CCN(C(=O)CCCN2C(=O)c3cccnc3Oc3ccc(Cl)cc32)CC1	32	11	-7	-2	-2.2	nt	22	-2	7	-9
Following part:
SMILES	Rtt109 Vps75	SR-BI DiI inh	MITF TRPM1 HTS	CAL PDZ FP-1	CAL PDZ FP-2	SR-BI DiI-HDL act	PfHsp90 yeast 2	NSD2 inh	PvdQ inh	dFosB act
CCCCCc1nnc(NC(=O)CN2C(=O)C3CCCCC3C2=O)s1 (configuration not stated)	43	-18	1	-1	-2.3	18	4	1	17	-9
COc1cccc(OC)c1OCCCc1c(C)n[nH]c1C	2	12	nt	-1	-0.4	-12	-15	1	-3	-3
COc1ccc(S(=O)(=O)N2CCN(c3ccccn3)CC2)c(OC)c1	7	-7	nt	-2	-0.2	7	8	-1	17	0
COc1ccc(S(=O)(=O)N2CCOC23CCN(S(=O)(=O)c2ccc(Cl)cc2)CC3)cc1	-4	0	-3	-2	-2.7	0	nt	-2	-15	1
CCOC(=O)c1c(C)[nH]c(C)c1C(=O)CSc1nc2ccccc2c(=O)n1-c1ccccc1C	31	0	-1	0	-2.2	0	13	1	7	0
COC(=O)[C@]1(S(=O)(=O)c2ccccc2)C[C@@H]2ON=C(c3ccc(OC)cc3)[C@@H]2C1	3	-24	-10	-1	0.4	24	-6	nt	2	6
